High-throughput results: PubChem, National Center for Advancing Translational Sciences (NCATS)
PI5P4K alpha inh – blocks human PI5P4K alpha kinase activity; AID 652105; max response, %; PI5P4Kalpha enzyme, ADP-Glo luminescence, 60 min; stronger effect = lower value; actives 1.2% (n = 330,000); P48426; active = max response of -50% or lower; inconclusive = between -30% and -50%; inactive = -30% or higher; note: value at the top dose of about 77 µM; % is set by controls: 0 for no effect and ±100 for the full control effect
Target sequence (P48426 whole entry, looked up): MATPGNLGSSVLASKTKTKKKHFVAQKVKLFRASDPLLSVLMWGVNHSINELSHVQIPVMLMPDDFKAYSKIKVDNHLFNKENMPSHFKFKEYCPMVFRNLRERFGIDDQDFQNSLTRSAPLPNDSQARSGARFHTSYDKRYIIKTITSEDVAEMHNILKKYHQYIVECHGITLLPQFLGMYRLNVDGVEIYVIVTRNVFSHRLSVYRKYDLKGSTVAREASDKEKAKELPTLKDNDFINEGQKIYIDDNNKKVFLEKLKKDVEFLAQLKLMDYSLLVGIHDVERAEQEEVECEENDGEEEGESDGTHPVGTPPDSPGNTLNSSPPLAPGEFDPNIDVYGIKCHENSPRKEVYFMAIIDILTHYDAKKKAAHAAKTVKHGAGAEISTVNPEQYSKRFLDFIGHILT
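Quantitative HTS of the MLSMR library against PI5P4Kalpha with substrate. ATP added last at 5 microM final; room temperature, 60 minutes. Remaining ATP depleted, ADP converted and read as luminescence.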
EPAC1 antagonist – blocks human EPAC1 exchange factor. O95398. Potency, µM (top dose mostly 115 µM), for the others: at the highest dose activity change, negative = inhibition, most hits filed as inhibitors. EPAC1 GEF assay, Rap1b-BODIPY-GDP exchange fluorescence. actives 0.14% (n = 360,000);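 note: potency is the fitted concentration of half-maximal effect; plate controls were vehicle for no effect and positive control for full effect; nearly all actives have a fitted effect of over 50% in size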
EPAC2 antagonist – blocks human EPAC2 exchange factor; Q8WZA2; EPAC2 GEF exchange of Rap1B-BODIPY-GDP, fluorescence; Potency, µM (top dose mostly 114 µM), for the others: at the top dose activity, negative = inhibition, usual class: inhibitors; actives 0.18% (n = 360,000); note: potency is the fitted concentration of half-maximal effect; % is set by controls: 0 for no effect and ±100 for the full control effect; nearly all actives have a fitted effect of over 45% in size; many of its hits are not listed in these tables
WRN helicase inh – WRN helicase (human) inhibition; actives 0.46% (n = 360,000); Potency, µM (series often up to 114 µM), without a hit: top-dose activity change, negative = inhibition, hits mostly inhibitors; WRN helicase unwinding, fluorescent forked duplex, kinetic; Q14191; note: potency is the fitted concentration of half-maximal effect; % is set by controls: 0 for no effect and ±100 for the full control effect; nearly all actives have a fitted effect of over 55% in size
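Kinetic fluorescence helicase assay: unwinding of a quenched forked DNA duplex (100 nM final) with 2 mM ATP final raises red fluorescence (525/598 nm). Compounds sat 15 min at room temperature with 20 nM WRN beforehand.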
PLK1 PBD block – blocks phosphopeptide binding to human PLK1 polo-box domain. Plk1 PBD binding of FITC phosphopeptide, fluorescence polarization. P53350. actives 2.8% (n = 360,000). Potency, µM, for inactives: max response, negative = inhibition, usual class: inhibitors; note: potency is the fitted concentration of half-maximal effect; series mostly up to about 57 µM; % is set by controls: 0 for no effect and ±100 for the full control effect; nearly all actives have a fitted effect of over 65% in size
Target sequence (P53350 whole entry, looked up, the tested form may be a part): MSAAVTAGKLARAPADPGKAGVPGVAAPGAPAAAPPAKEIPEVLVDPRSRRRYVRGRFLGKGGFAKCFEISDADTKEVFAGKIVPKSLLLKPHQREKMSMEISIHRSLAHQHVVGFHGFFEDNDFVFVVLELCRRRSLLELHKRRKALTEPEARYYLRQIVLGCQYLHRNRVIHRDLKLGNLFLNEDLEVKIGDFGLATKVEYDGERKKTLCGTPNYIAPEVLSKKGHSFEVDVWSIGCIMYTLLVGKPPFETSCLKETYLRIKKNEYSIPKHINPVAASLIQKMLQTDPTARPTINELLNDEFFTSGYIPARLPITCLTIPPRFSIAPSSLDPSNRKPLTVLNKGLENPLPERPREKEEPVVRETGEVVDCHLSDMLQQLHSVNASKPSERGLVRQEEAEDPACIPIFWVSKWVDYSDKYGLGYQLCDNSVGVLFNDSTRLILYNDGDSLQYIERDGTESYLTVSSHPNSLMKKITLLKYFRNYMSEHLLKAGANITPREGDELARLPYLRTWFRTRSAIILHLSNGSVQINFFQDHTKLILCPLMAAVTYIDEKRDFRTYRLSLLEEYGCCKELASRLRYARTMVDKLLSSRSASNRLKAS
EPAC1 agonist – activates human EPAC1 exchange factor. O95398. EPAC1 agonist qHTS, biochemical assay; response scale: 100% = response to 6.5 mM cAMP. Potency, µM (highest dose often 154 µM), for inactives: at the highest dose activation, hits mostly activators. actives 0.073% (n = 360,000); note: potency is the fitted concentration of half-maximal effect; nearly all actives have a fitted effect of over 60% in size
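Nucleotide exchange by EPAC1 (100 nM) on Rap1B–BODIPY-GDP (250 nM) in the presence of 50 uM GDP is tracked fluorescently at 480/540 nm over 30 min. Signals are normalized to a 6.5 mM cAMP control.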
MmCpn inh – blocks the Methanococcus maripaludis chaperonin Mm-Cpn; purified Mm-Cpn ATPase, ADP Transcreener TR-FRET; Potency, µM (series often up to 76.9 µM), for the others: at the top dose activity, negative = inhibition, usual class: inhibitors; actives 0.031% (n = 330,000); note: potency is the fitted concentration of half-maximal effect; % is set by controls: 0 for no effect and ±100 for the full control effect; nearly all actives have a fitted effect of over 80% in size
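Reaction buffer contained 30 mM Tris pH 7.4, 100 mM KCl, 5 mM MgCl2 and 1 mM DTT. Mm-CPN (25 nM final) hydrolysed 10 uM ATP over 30 min at 37°C; ADP was read by HTRF.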
CCT modulator – changes cytosolic chaperonin activity; activity change, % (test concentration not listed), hits read low; actives 0.3% (n = 360,000); purified chaperonin ATPase assay, HTRF ADP detection, 30 min; AID 651819; in the data active = activity change below about -30%; note: % is set by controls: 0 for no effect and ±100 for the full control effect
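Nucleotide hydrolysis assay: TRiC at 20–40 nM final (set by batch activity) with 10 uM ATP, 30 min at 37 °C, in presence of 76 uM compound. Detection by competitive ADP HTRF, 30 min ambient.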
Starred values were filed as active, the others as inactive; ? = inconclusive; · = no result given; [ ] = dose if it differs, or a comment. Unless noted, calls come from the whole dose curve; as a rule, active = well fitted curve in the direction sought with a large enough effect; inconclusive = small, poorly fitted or top-dose-only effect, or another doubt; inactive = no such curve, though single readings can be large; an effect the other way counts as inactive or inconclusive.

SMILES	PI5P4K alpha inh	EPAC1 antagonist	EPAC2 antagonist	WRN helicase inh	PLK1 PBD block	EPAC1 agonist	MmCpn inh	CCT modulator
COc1ccc(C2CCCN2C(=S)Nc2cccc(C)c2)cc1OC (stereo not given)	2	-15%	-5%	-9%	-3%	4%	2%	-6.0
O=C1CN(C(=O)NCC(=O)N[C@@H](Cc2ccccc2)C(=O)O)c2ccccc2N1	8	4%	-8%	7%	-1%	-1%	0%	1.7
Nn1c(COc2ccccc2F)nnc1SCC(=O)NC1CCCCC1	-8	-10%	17%	5%	-5%	-10%	-3%	-0.7
O=S(=O)(O)c1cc(O)ccc1O	-1	3%	-7%	-3%	-1%	-31%[inhibitor]	0%	0.8
CCc1nc2c(=O)[nH]cnc2o1	1	9%	5%	9%	-2%	6%	·	-2.5
O=C(NCc1ccc(F)cc1)c1ccc(S(=O)(=O)N2CCCC2)cc1	-6	-1%	3%	6%	-14%	0%	·	1.8
CC(C)(C)c1ccc(OCc2ccc(C(=O)N/N=C3\CC4CC=CC34)cc2)cc1 (stereo not given)	2	-24%	-3%	-8%	-8%	-15%	-1%	2.6
O=C(NNC(=O)c1ccc2ccccc2c1)c1ccc(Cl)cc1	-1	-7%	9%	-1%	-1%	-8%	·	-0.4
CCOc1cc(S(=O)(=O)n2ccnc2)ccc1Cl	1	-13%	7%	9%	-5%	8%	-7%	-2.0
CCOC(=O)Cn1cnc(-c2ccc([N+](=O)[O-])cc2)c1	5	12%	2%	-16%[57.1 µM]	-1%	6%	-1%	0.4
CC(C)c1ccc(N(CC(=O)N2CCOCC2)S(C)(=O)=O)cc1	-2	-4%	0%	2%	-8%	-7%	2%	1.3
CCOc1ccc(S(=O)(=O)NC(C)C(=O)NCc2ccccn2)cc1 (stereo not given)	2	-15%	-4%	?	-15%	-2%	1%	0.7

As a working copy, some entries already given.
SMILES	PI5P4K alpha inh	EPAC1 antagonist	EPAC2 antagonist	WRN helicase inh	PLK1 PBD block	EPAC1 agonist	MmCpn inh	CCT modulator
CC(C)c1ccc(N(CC(=O)N2CCOCC2)S(C)(=O)=O)cc1	-2	-4%	0%	2%	-8%	-7%	2%	1.3
CCOc1ccc(S(=O)(=O)NC(C)C(=O)NCc2ccccn2)cc1 (stereo not given)	2	-15%	-4%	?	-15%	-2%	1%	0.7

(cont.)
SMILES	PI5P4K alpha inh	EPAC1 antagonist	EPAC2 antagonist	WRN helicase inh	PLK1 PBD block	EPAC1 agonist	MmCpn inh	CCT modulator
CCCC(=O)Nc1nc(-c2ccc(Cl)s2)cs1	10	-10%	-9%	0%	-6%	-4%	-5%	-1.2
Cc1ccc(S(=O)(=O)N2CCCOC2CNC(=O)C(=O)NC2CCCC2)cc1 (stereo not given)	-1	6%	13%	-15%	-3%	3%	0%	0.6
CCN(CCCNC(=O)c1[nH]c(C)c(C(C)=O)c1C)c1ccccc1	-1	1%	5%	-1%	1%	0%	0%	-0.7
CCC(=O)N1CCN(c2ccccc2NC(=O)c2ccc([N+](=O)[O-])o2)CC1	-3	-15%	2%	-28%	-20%	-6%	1%	1.1
CCc1ccc2nc(Nc3ccc(OC)cc3OC)c(C#N)cc2c1	4	-1%	2%	2%	-14%	4%	-6%	0.1
c1coc(-c2nc3ccccc3s2)c1	0	-1%	-14%	-12%	-15%	6%	·	-2.0
CN(CCC#N)C(=O)COC(=O)c1c2c(nc3ccccc13)/C(=C/c1ccco1)CC2	-68*	?	15%	?	-15%	10%	-9%	-5.9
COc1cc(/C=N/NC(=O)c2ccc(O)cc2)ccc1Oc1ccc([N+](=O)[O-])cn1	3	10%	0%	-1%	-1%	4%	2%	-0.1
CCN(CC)S(=O)(=O)c1cc(NC(=O)NCCCl)ccc1C	6	2%	-29%	-10%	-5%	11%	2%	-0.6
CCN[C@H]1CN(CCCOC)S(=O)(=O)c2sc(S(N)(=O)=O)cc21	2	7%	-2%	1%	0%	-21%	3%	1.0
CC(C)CCNc1nc(-c2ccco2)c2c(c1C#N)CCCC2	-14	?	-11%	?	?	-15%	-2%	0.0
Cc1cc(=O)n2nc(N3CCCC(C(=O)N4CCN(C)CC4)C3)sc2n1 (stereo not given)	-1	-9%	0%	3%	-5%	19%	-3%	-3.5
CC1=C(C(=O)OCC2CCCO2)C(c2cccc(C(F)(F)F)c2)C2=C(CC(c3ccco3)CC2=O)N1 (stereo not given)	-25	-10%	-9%	-8%	-3%	-7%	-3%	-0.8
Cc1cccc(Cc2cnc(NC(=O)C3=NCCN3)s2)c1	-2	-5%	4%	6%	?	-8%	1%	0.6
CC12CCC(C(=O)N(CCCCN3CCN(Cc4ccccc4)CC3)C1=O)C2(C)C (stereo not given)	4	20%	4%	-9%	-9%	6%	2%	0.1
CC(C)(C)C(=O)CN1C(=O)NC2(CCCc3ccccc32)C1=O (stereo not given)	-8	11%	1%	4%	-1%	-1%	0%	-1.4
Cc1ccc2c(CN3CCN(S(=O)(=O)c4ccc(Cl)cc4)CC3)cc(=O)oc2c1C	14	-1%	10%	6%	2%	-2%	0%	3.3
Cc1c(C(=O)NCCSCc2ccccc2Cl)cccc1[N+](=O)[O-]	·	-25%	-6%	-14%	3%	12%	-3%	-0.8
Cc1cc(C(=O)OC(C)C(=O)N2CCc3ccccc32)ccc1[N+](=O)[O-] (stereo not given)	7	7%	-7%	-4%	0%	8%	0%	-0.2
COC(=O)N/N=C/c1cc(N=Nc2ccccc2Cl)ccc1O	-9	-23%	-12%	-3%	?	12%	1%	1.1
CN1C(C(=O)NCc2ccco2)=CC(c2ccc(F)cc2)=NS1(=O)=O	4	-7%	8%	8%	-7%	6%	-2%	-1.4
CCOc1ccc2nc(NC(=O)C3(C)CC3(Br)Br)sc2c1 (stereo not given)	4	-23%	-14%	-17%	-22%	5%	·	2.2
COc1ccc(NC(=O)C(Cc2ccccc2)n2cccc2)c(OC)c1 (stereo not given)	4	-8%	-18%	1%	5%	-2%	2%	-0.4
CC(=O)N1CCn2c3c(c4cc(C)ccc42)CCCC31 (stereo not given)	1	3%	-5%	7%	-4%	-7%	-3%	0.4
CC1(C)Cc2ccccc2/C(=C/C(=O)N2CCCCCC2)N1	·	-4%	-6%	-10%	-14%	11%	-1%	-1.4
O=C1c2ccccc2C(Nc2ccc3c(c2)OCCO3)N1c1ccccn1 (stereo not given)	1	-14%	-13%	1%	-13%	-2%	3%	-5.1
CCOc1ccc2oc(C(=O)Nc3ccc(N4CCOCC4)cc3)c(C)c2c1	-4	-6%	4%	-1%	-11%	0%	·	-1.0
CCN(CC(=O)NC(C)(C)C)Cc1nc2c(Br)cc(Br)cc2c(=O)[nH]1	-9	-16%	-15%	-14%	-12%	5%	-24%	-1.8
O=C(O)CNC(=S)N(Cc1ccccc1Cl)C1CCCCC1	-1	0%	10%	3%	6%	-6%	-1%	-0.4
Cc1cccc(C(=O)NC(=S)Nc2cccc3nc(C)ccc23)c1	-9	-3%	3%	-33%	-11%	-2%	-5%	-1.4
Cc1ccc(SCc2cc(=O)n(C)[nH]2)cc1	1	-5%	1%	0%	-5%	-3%	0%	0.1
CC(C)N(C(=O)[C@H]1C[C@H](CC(=O)NC(C)(C)C)C(=O)N2CCc3c([nH]c4cc(-c5ccco5)ccc34)[C@]12C)C(C)C	-26	-23%	-5%	-2%	21µM*	-11%	-2%	-41*
COc1cccc(CNc2cc(CSc3ccc(Cl)cc3)nc(C)n2)c1	13	-11%	-22%	-7%	-18%	21%	1%	-1.5
Cc1ccc(Cl)cc1NC(=O)c1ccccc1OCC(=O)Nc1ccc(Cl)cc1	30	-12%	1%[57.1 µM]	0%	-1%	-14%	0%	-1.6
COc1ccc(C(CNC(=O)c2cc(C)on2)N(C)C)cc1 (stereo not given)	1	18%	-11%	14%	-8%	7%	0%	0.6
CCC(=O)Nc1ccc(C(=O)N2CCN(C(=O)c3ccco3)CC2)cc1	-3	0%	-19%	1%	-19%	-6%	-5%	-6.7
CCN1C(=O)CSC1=Nc1ccc(C(=O)OC)cc1	-13	-16%	-13%	9%	-2%	1%	·	-2.0
CC(=O)c1c(C)[nH]c(C(=O)NCC2CCCCC2)c1C	-3	12%	4%	-3%	0%	-5%	1%	1.3
O=C(Nc1ccc(Cl)c(Cl)c1)C1CCN(C(=O)c2ccco2)CC1	0	-1%	-1%	-14%	-8%	?	2%	-0.2
Cc1ccc(NC(=O)COc2ccccc2C#N)cc1S(=O)(=O)N1CCCCCC1	3	-2%	-8%	-12%	8%	7%	-4%	-1.9
CC(=O)c1cc(OC(=O)N2CCOCC2)ccc1OC(=O)N1CCOCC1	-6	-5%	7%	4%	-3%	0%	1%	1.7
CCn1c(CC(=O)Nc2ccccc2F)nnc1SCC(=O)NC1CCCCC1	-29	-27%	-19%	-4%[11.6 µM]	-14%	-10%	-1%	0.9
COc1ccc(C(=O)OCC(=O)NCC2CCCO2)c(F)c1 (stereo not given)	4	17%	4%	2%	-3%	-14%	3%	1.1
O=C(c1ccccc1)N1CCN(c2ccc([N+](=O)[O-])c(N3CCOCC3)c2)CC1	3	-19%	-14%	-7%	-13%	-7%	1%	-1.1
CCCCNS(=O)(=O)c1cc2c3c(c1)CCN3C(=O)CC2	0	-3%	2%	4%	2%	2%	0%	-0.6
O=C1CNC(=O)N1Cc1ccc(Br)cc1	0	5%	13%	-23%	-6%	-4%	1%	-0.2
CCCC[C@@H]1CNC(=S)N1CCCC	1	16%	3%	1%	-3%	9%	·	2.1
COc1ccc(S(=O)(=O)NC(=O)C2(C)CCN2C(=O)Cc2cccc3ccccc23)cc1 (stereo not given)	-1	-4%	-2%	4%	-4%	-1%	·	-0.4
COc1ccc(OC)c(NC(=O)COC(=O)CCC2CCCC2)c1	0	-11%	-15%	-6%	-3%	-3%	-3%	-3.1
NS(=O)(=O)c1ccc(NC(=O)CSc2ccccn2)cc1	·	5%	16%	-6%	?	5%	3%	1.0
CCN(CC)C(=O)CSc1nnc(-c2cnccn2)n1-c1ccccc1	4	4%	7%	12%	-6%	8%	-5%	1.9
Cc1cccc(NC(=O)CSCC(=O)Nc2cc(Cl)ccc2N2CCOCC2)c1	-1	-16%	-9%	0%	-2%	6%	1%	2.0
Cc1cccc(C(=O)OCC(=O)NCCCc2ccccc2)c1O	6	-21%	?	-2%[57.1 µM]	-5%	-6%	1%	-1.8

Looked up above:
COc1ccc(OC)c(NC(=O)COC(=O)CCC2CCCC2)c1 in PLK1 PBD block = -3%
CCN(CC)C(=O)CSc1nnc(-c2cnccn2)n1-c1ccccc1 in WRN helicase inh = 12%
Cc1cccc(C(=O)OCC(=O)NCCCc2ccccc2)c1O in EPAC1 agonist = -6%
NS(=O)(=O)c1ccc(NC(=O)CSc2ccccn2)cc1 in EPAC2 antagonist = 16%

Only part of the results is shown, so the mix of outcomes need not match the whole.
